# Screening data as filed in PubChem BioAssay.
# T cell modulator: T cell immune modulation candidate; 2C CD8+ T cell-vesicle binding, flow cytometry; hits give low values; calls only at 7 µM; 330,000 tested, 0.068% active;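 active means response, share of CD8 T cells binding vesicles, and their 90th percentile fluorescence all below set limits, cut at about 80% in these data, passing the limit was not always enough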
#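 Assay system: 2C TCR transgenic mouse naive CD8+ T cells, MACS-purified | Read-out: CD8+ gate FL2 mean fluorescence as % of same-row positive control | Signal: High-throughput flow cytometry with anti-B7-1 and anti-CD8 staining | Timing: Binding step 1.5 h, 37 °C, antibody labelling 20 min, ice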
# T cell modulator vesicle-bound %: also measured in T cell modulator; calls as there; double positive events, %; measured here: CD8+ vesicle-bound cell fraction;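 binding gate set so that unloaded-vesicle control wells show 10% double positive cells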
# * = called active by the depositor; i = inactive. Not all compounds are listed; the hit share may differ from the screen's.
# Order of values – T cell modulator | T cell modulator vesicle-bound %
COc1ccc(-c2csc(NC(=O)CSc3nnnn3C)n2)cc1OC
    i | 41
CCCCn1c(N)c(N(Cc2ccccc2OC)C(=O)c2sccc2C)c(=O)[nH]c1=O
    i | 33
CCOC(=O)c1c(NC(=O)COc2ccccc2F)sc2c1CC(C)(C)NC2(C)C
    i | 53
CS(=O)(=O)c1ccc(Cl)c(NC(=O)C2CCCN(C(=O)c3ccc(Cl)cc3)C2)c1 (stereo unspecified)
    i | 40
N#Cc1cccnc1N1CCN(C(=O)c2cccc3c2C(=O)c2ccc(-c4ccc(Cl)c(C(F)(F)F)c4)cc2S3(=O)=O)CC1
    i | 7
CCN(CC(=O)NCc1cccs1)C(=O)c1ccc(Cl)c(Cl)c1
    i | 53
CCc1ccc(OCC(=O)NNC(=O)C2CCC2)cc1
    i | 36
C[C@H](CO)N1C[C@H](C)[C@@H](CN(C)CC2CCCCC2)Oc2c(NS(=O)(=O)c3cn(C)cn3)cccc2C1=O
    i | 8
CC/C(=N\Nc1ccc([N+](=O)[O-])cc1[N+](=O)[O-])c1ccc(O)cc1
    i | 35
COc1cc(CC(=O)OCC(=O)Nc2ccc(N(C)C)cc2)cc(OC)c1OC
    i | 30
O=C(Nc1cc(S(=O)(=O)N2CCCCC2)ccc1N1CCOCC1)c1ccc(C(F)(F)F)cc1
    i | 24
OCC1=C[C@@H](O)[C@@H]2C=CO[C@@H](O[C@@H]3O[C@H](CO)[C@@H](O)[C@H](O)[C@H]3O)[C@H]12
    i | 10
COc1ccc(CC(=O)OCC(=O)c2ccc(S(=O)(=O)N3CCCCC3)cc2)cc1
    i | 14
CC(=O)C[C@@H](O)CC(=O)[C@@H]1OC(=O)CCCCCCc2ccccc21
    i | 19
N#CCN(C(=O)COC(=O)C1CC2CCCC(C1)C2=O)c1ccccc1 (stereo unspecified)
    i | 20
C[C@H](CO)N1C[C@H](C)[C@@H](CN(C)C(=O)NC2CCCCC2)Oc2c(NS(=O)(=O)c3ccc(F)cc3)cccc2C1=O
    i | 42
C=CCNC(=O)c1ccc(-c2nc3ccccc3nc2-c2ccccc2)cc1
    i | 16
CC1(C)OC(=O)C=C[C@]2(C)[C@H]3CC[C@@]4(C)[C@H](c5ccoc5)OC(=O)[C@H]5O[C@]54[C@]3(C)C(=O)C[C@@H]12
    i | 26
Cc1ccc(C(=O)OCC(=O)N2CC(C)CC(C)C2)cc1S(=O)(=O)N1CCCCC1 (stereo unspecified)
    i | 31
COc1cccc(/C=C/C(=O)OCC(=O)N2CCN(c3ccccc3)CC2)c1
    i | 8
O=C(c1cccc(S(=O)(=O)Nc2ccc(F)cc2)c1)N1CCC1
    i | 34
COc1ccccc1-n1ccn(CC(=O)Nc2ccc(C)cc2Cl)c(=O)c1=O
    i | 37
CCN(CC(=O)N1CCCC1)S(=O)(=O)c1ccc(F)cc1
    i | 52
CCSc1nnc(NC(=O)C2CSC3(C)CCC(=O)N23)s1 (stereo unspecified)
    i | 30
Cc1cc(OCC(=O)N(C)c2c(N)n(Cc3ccccc3)c(=O)[nH]c2=O)c(C(C)C)cc1Cl
    i | 27
O=C(CSc1nc(=O)n(CCN2CCOCC2)c2c1CCCC2)Nc1ccc([N+](=O)[O-])cc1
    i | 28
Cc1ccc(-n2nnnc2SCC(=O)NCC2(N3CCCCC3)CCCCC2)c(C)c1
    i | 6
CCN(CC(=O)Nc1c(F)cccc1F)C(=O)C1CC(=O)N(CCc2ccccc2)C1 (stereo unspecified)
    i | 35
O=C(CSc1nncs1)NCCNC(=O)CSc1nncs1
    i | 43
O=C(NCCC1=CCCCC1)c1cc(S(=O)(=O)N2CCOCC2)ccc1Cl
    i | 58

# In a second layout: results already given
COc1cccc(/C=C/C(=O)OCC(=O)N2CCN(c3ccccc3)CC2)c1
  T cell modulator: i
  T cell modulator vesicle-bound %: 8
O=C(c1cccc(S(=O)(=O)Nc2ccc(F)cc2)c1)N1CCC1
  T cell modulator: i
  T cell modulator vesicle-bound %: 34

# Carrying on:
# Order of values – T cell modulator | T cell modulator vesicle-bound %
O=C(NCC(c1cccs1)N1CCOCC1)c1ccc(OCc2ccccc2)cc1 (stereo unspecified)
    i | 38
CCN(CC(=O)NCc1cccs1)C(=O)c1cccc(S(=O)(=O)N2CC(C)OC(C)C2)c1 (stereo unspecified)
    i | 6
CC1CN(c2nc3ccccc3nc2SCC(=O)Nc2cccc(C(F)(F)F)c2)CC(C)O1 (stereo unspecified)
    i | 31
CCCCCCSc1ccc(-c2nc3ccc(C)cn3c2NCc2ccccc2)cc1
    i | 20
Cc1ccccc1NCC(=O)Nc1cc(S(=O)(=O)N2CCCCC2)ccc1C
    i | 5
C[C@H](CO)N1C[C@H](C)[C@@H](CN(C)C(=O)Nc2ccc(F)cc2)Oc2ccc(NS(C)(=O)=O)cc2C1=O
    i | 6
COc1ccc(S(=O)(=O)N2CCOC23CCN(S(=O)(=O)c2ccc(C)cc2)CC3)cc1
    i | 26
CCOc1ccc(S(=O)(=O)NCCC(=O)NC2CCN(Cc3ccccc3)CC2)cc1
    i | 53
O=C(CCc1nc2ccccc2c(=O)[nH]1)N1CCCc2ccccc21
    i | 35
Cc1ccc(C)c(NC(=O)CN2C(=O)c3ccccc3C2=O)c1
    i | 33
CC(C)CC(NC(=O)/C(=C/c1ccco1)NC(=O)c1ccc(Br)o1)C(=O)O (stereo unspecified)
    i | 23
O=C(COC(=O)c1cc(=O)[nH]c2ccccc12)NC(=O)c1ccccc1
    i | 18
O=C(COC(=O)/C=C/c1cccc(Br)c1)Nc1cccc(S(=O)(=O)NC2=NCCC2)c1
    i | 14
Cc1cccc(CC(=O)NC2CCS(=O)(=O)C2)c1 (stereo unspecified)
    i | 14
CC1CCc2c(sc(NC(=O)C3=COCCO3)c2C(N)=O)C1 (stereo unspecified)
    i | 9
O=C(CNS(=O)(=O)c1ccc(Cl)c(C(F)(F)F)c1)NC1CCCCC1
    i | 39
COc1ccc(OC)c(S(=O)(=O)NCC(c2ccc3c(c2)OCO3)N2CCOCC2)c1 (stereo unspecified)
    i | 58
COc1ccc(-c2ccc3c(c2)S(=O)(=O)c2cccc(C(=O)NCc4cccc(OC(F)(F)F)c4)c2C3=O)cc1OC
    i | 20
Cc1ccc(OC(C)C(=O)Nc2ccc(Cl)cn2)c([N+](=O)[O-])n1 (stereo unspecified)
    i | 45
CCCn1c(SCC(=O)NC2CCC(C)CC2)n[nH]c1=O (stereo unspecified)
    i | 18
CCCNC(=O)N1CCN(S(=O)(=O)c2ccc3c(c2)OCCO3)CC1
    i | 18
CN(C(=O)CSc1ncnc2sccc12)C1CCS(=O)(=O)C1 (stereo unspecified)
    i | 44
Cc1c(Cl)cnc(NC(=O)COC(=O)c2ccncc2)c1Cl
    i | 43
COc1ccc(NC(=O)COC(=O)CC2CCCC2)cc1Cl
    i | 24
C[C@H]1[C@@H](OC(=O)CCC(=O)O)O[C@@H]2OC3(C)CC[C@H]4[C@H](C)CC[C@@H]1[C@@]24OO3
    i | 25
O=C(CSc1nnc(Cc2ccccc2)c(=O)[nH]1)Nc1ccccc1
    i | 46
O=C(NNC(=S)NC(=O)c1ccccc1Cl)c1cccc([N+](=O)[O-])c1
    i | 29
O=C(COC(=O)c1cccc(-n2cnnn2)c1)c1ccc(Br)cc1
    i | 20
CC(=O)c1ccc(O)c(CC=C(C)C)c1O
    i | 45
COc1cc(-c2noc(C)c2C#Cc2ccc(N)cc2)cc(OC)c1OC
    i | 30

# Additional structures follow.
# Order of values – T cell modulator | T cell modulator vesicle-bound %
Cn1nc(C(=O)Nc2ccc(Cl)c(S(=O)(=O)N3CCOCC3)c2)c2ccccc2c1=O
    i | 13
COc1cc(OC)c(OC)cc1CNC(=O)c1cc(S(=O)(=O)N2CCOCC2)ccc1F
    i | 33
CC(=O)Nc1ccc(NC(=O)CSc2ccc(-c3ccc(-n4ccnc4)cc3)nn2)cc1
    i | 20
CC(=O)c1ccc(S(=O)(=O)Nc2ccc3c(c2)OCO3)cc1
    i | 31
CC1(NC(=O)Cc2csc(-c3ccc(Cl)cc3)n2)CCS(=O)(=O)C1 (stereo unspecified)
    i | 28
CCOc1ccccc1C(=O)NCC(=O)NNC(=O)CN(C)S(=O)(=O)c1ccc(Cl)cc1
    i | 3
CC12CCC3c4ccc(O)cc4CCC3C1CC(O)C2O (stereo unspecified)
    i | 10
Cc1ccc(C)c(S(=O)(=O)N2CCN(C(=O)CCNS(=O)(=O)c3ccc(C)c(C)c3)CC2)c1
    i | 55
COc1ccc(S(=O)(=O)N2CCCC(C(=O)NC3CC3)C2)cc1OC (stereo unspecified)
    i | 55
CCCCn1c(N)c(N(CC(C)C)C(=O)C2CCCN(C(=O)c3ccc(Cl)cc3)C2)c(=O)[nH]c1=O (stereo unspecified)
    i | 29
COc1cc(C2C(C#N)=C(N)OC3=C2C(=O)CCC3)cc2c1OCO2 (stereo unspecified)
    i | 48
C[C@H](CO)N1C[C@H](C)[C@@H](CN(C)C(=O)Nc2ccc3c(c2)OCO3)Oc2ccc(NS(=O)(=O)c3cn(C)cn3)cc2C1=O
    i | 46
COc1ccccc1C(=O)NCC(=O)NCC1(N2CCCCC2)CCCCC1
    i | 55
Clc1ccccc1OCCn1nnc2ccccc21
    i | 55
O=C(/C=C/c1ccc(S(=O)(=O)N2CCOCC2)cc1)Nc1cc(F)ccc1F
    i | 29
Cc1ccc(N2CC(C(=O)NNC(=O)c3ccc(F)cc3)CC2=O)cc1 (stereo unspecified)
    i | 38
COc1ccccc1-c1nn(-c2ccccc2)cc1C(=O)NCC(c1ccco1)N1CCCC1 (stereo unspecified)
    i | 37
CCn1cnnc1SCC(=O)Nc1ccccc1C(=O)NC1CC1
    i | 50
O=C(COC(=O)c1nc(Cl)c(Cl)c(Cl)c1Cl)c1ccc[nH]1
    i | 30
O=C(COC(=O)c1ccco1)Nc1ccc([N+](=O)[O-])cc1Cl
    i | 16
CCN(C[C@H]1N[C@@](C)(C(=O)OC)[C@H]2C(=O)N(Cc3ccccc3)C(=O)[C@@H]12)C(=O)Nc1ccc(Cl)cc1
    i | 12
CON(C)C(=O)CC(CNC(=O)OC(C)(C)C)c1ccc(Cl)cc1 (stereo unspecified)
    i | 12
COc1ccc(C(=O)Nc2cccc(-c3csc(C)n3)c2)cc1S(=O)(=O)N1CCCC1
    i | 44
Cc1ccc(NC(=O)CN(C)C(=O)c2ccc(Sc3nncn3C)c([N+](=O)[O-])c2)cc1
    i | 38
Cc1ccc(OCCNC(=O)CCC(=O)N2CCOCC2)cc1
    i | 45
COc1ccc(NS(=O)(=O)c2cc(NC(=O)c3ccc(S(=O)(=O)N(C)C)cc3)ccc2N2CCOCC2)cc1
    i | 52
O=C(c1ccc2n[nH]nc2c1)N1CCN(c2ccc(C(F)(F)F)cn2)CC1
    i | 35
CC(NC(=O)CN1C(=O)NC2(CCc3ccccc32)C1=O)c1ccc2c(c1)OCCO2 (stereo unspecified)
    i | 40
O=c1cccc2c1c1cc[nH]c3ccc(=O)n2c31
    i | 46
Cc1noc(C)c1S(=O)(=O)NCc1cccc(Cl)c1
    i | 40

# Structural class, the compounds so far with bromine.
# Order of values – T cell modulator | T cell modulator vesicle-bound %
CC(C)CC(NC(=O)/C(=C/c1ccco1)NC(=O)c1ccc(Br)o1)C(=O)O (stereo unspecified)
    i | 23
O=C(COC(=O)/C=C/c1cccc(Br)c1)Nc1cccc(S(=O)(=O)NC2=NCCC2)c1
    i | 14
O=C(COC(=O)c1cccc(-n2cnnn2)c1)c1ccc(Br)cc1
    i | 20

# The main list resumes, repeating the 2 entries before the break.
# Order of values – T cell modulator | T cell modulator vesicle-bound %
O=c1cccc2c1c1cc[nH]c3ccc(=O)n2c31
    i | 46
Cc1noc(C)c1S(=O)(=O)NCc1cccc(Cl)c1
    i | 40
COc1ccc(CCNC(=O)CSc2nnc3ccc(-c4ccccn4)nn23)cc1
    i | 61
O=C1CNC(=S)N1Cc1cccc(Cl)c1
    i | 15
O=C(COC(=O)/C=C/c1ccc(Cl)cc1)NC1CCCC1
    i | 33
CNC(C)C(=O)NC(C(=O)N1CCCC1C(=O)Nc1ccc2ncccc2c1)C(C)C (stereo unspecified)
    i | 37
Cc1nc2nc(SCc3ccccc3)nn2c(C)c1C
    i | 26
O=C(NCC(=O)N1CCN(S(=O)(=O)c2ccccc2C(F)(F)F)CC1)c1sc2ccccc2c1Cl
    i | 34
CC(C)Oc1ccc(S(=O)(=O)N2CCCCC2)cc1NC(=O)C1=COCCO1
    i | 48
CCCCn1c(SCC(=O)Nc2ccc3c(c2)OCCO3)nnc1C(CC)N(C)C (stereo unspecified)
    i | 39
C=CC(=O)Nc1cccc(Oc2cc(Cl)nc3[nH]ccc23)c1
    i | 8
O=C1C=C(/C=C/c2ccccc2)C[C@@H](c2ccc(F)cc2)C1
    i | 33
COc1ccc(C)cc1NC(=O)c1cc(-c2ccccc2)nc2c1cnn2C(C)C
    i | 0
Cc1cccc(NC(=O)CSc2cccc[n+]2[O-])c1C
    i | 35
O=C(CSc1nncs1)N1CCN(C(=O)c2ccco2)CC1
    i | 51
Cc1ccc(C(=O)CN(CCCC(N)=O)C(=O)c2ccncc2)cc1
    i | 54
CCCCN1C(N)=NC[C@@H]1CC1CCCCC1
    i | 34
CCc1ccc(NC(=O)CSc2nc(=O)n(CCN(C)C)c3c2CCCC3)cc1
    i | 26
Cc1ccc2nc3n(c(=O)c2c1)-c1ccccc1C(=O)NC3Cc1ccccc1 (stereo unspecified)
    i | 28
COCC(C)n1c(SCC(=O)N2CC(=O)Nc3ccccc32)nc2ccccc2c1=O (stereo unspecified)
    i | 47
Cc1ccc(S(=O)(=O)N2CCCCC2)cc1NC(=O)c1ccccc1Cl
    i | 54
Cc1ccc(NC(=O)c2n[nH]c(=O)c3ccccc23)cc1S(=O)(=O)N1CCOCC1
    i | 53
